# Bioassay records (PubChem)
# Vif-A3F inh – qHTS for Inhibitors of Vif-A3F Interactions: qHTS; HeLa A3F-eYFP + Vif (tagged APOBEC3F with the HIV-1 protein that degrades it), YFP fluorescence increase; Potency, µM (series often up to 46.1 µM), inactives show at the top dose activity, negative = active; 0.2% of 390,000 active; AID 602313, 2012; also: potency is read from the fitted curve at half-maximal effect; % of control where 0% means no effect; nearly all actives have a fitted effect of over 65% in size
#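 Fluorescence increase (Ex 488/Em 500-530) after overnight compound treatment at 37 deg C flags inhibition of Vif-driven A3F-eYFP loss in stable HeLa A3F-eYFP/Vif cells seeded overnight beforehand.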
# USP1-UAF1 inh – Inhibitors of USP1/UAF1: Primary Screen; Potency, µM (top dose mostly 57.1 µM), for inactives: at the highest dose activity change, negative = inhibition, hits mostly inhibitors; recombinant USP1/UAF1, Ub-Rhodamine cleavage fluorescence; Ubiquitin carboxyl-terminal hydrolase 1 (Homo sapiens), O94782; AID 743255, 2014; 0.23% of 390,000 active; also: potency is read from the fitted curve at half-maximal effect; % is scaled to controls: 0 for no effect and ±100 for the full control effect; nearly all actives have a fitted effect of over 60% in size; inactives centre near -12
#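 Step one: compound is pinned into 1nM USP1/UAF1 in HEPES pH 7.8 buffer with TCEP. Step two: 15 min room-temperature incubation. Step three: Ub-Rho (150nM final) starts cleavage, tracked by fluorescence over six one-minute reads.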
# mIDH1 inhibitor – qHTS for Inhibitors of mutant isocitrate dehydrogenase 1 (IDH1): qHTS | Isocitrate dehydrogenase [NADP] cytoplasmic (Homo sapiens), O75874 | IDH1-R132H enzyme, NADPH consumption, diaphorase/resazurin fluorescence | Potency, µM (series often up to 76.6 µM), for the others: top-dose activity change, negative = inhibition, hits mostly inhibitors | 0.093% of 390,000 active; also: potency is read from the fitted curve at half-maximal effect; % is scaled to controls: 0 for no effect and ±100 for the full control effect; nearly all actives have a fitted effect of over 65% in size
#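 IDH1-R132H (0.5 ug/mL) preincubated 30 min with compound, then NADPH (0.016 mM) and alpha-KG (2 mM) added; 80 min at RT, pH 7.5. Remaining NADPH coupled via diaphorase/resazurin to fluorescence (540/590 nm); concentration-response curves normalized to no-enzyme control.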
# LDHA block – qHTS assay for inhibitors of human lactate dehydrogenase. L-lactate dehydrogenase A chain (Homo sapiens), P00338. activity change, % (values are at about 110 or 230 µM). AID 1347041, 2019. 0.15% of 480,000 active. purified LDHA, NADH/diaphorase-resazurin fluorescence; hits give low values; in the data active = activity change below about -30%; inconclusive = mostly about -25% to -30%;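 also: plate controls were DMSO wells for no effect and wells without enzyme for full effect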
#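 Human LDH5 (2 nM) was incubated with 0.06 mM NADH and 0.2 mM pyruvate for 5 min at room temperature in Tris pH 7.4. Remaining NADH was coupled through diaphorase/resazurin, and resorufin fluorescence was read at 0 and 20 min.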
# PI4K2A block – qHTS for small molecular inhibitors of PI4K2A. purified PI4K2A, ADP-Glo luminescence, 1 h; hits give low values. activity change, negative = inhibition, % at 76.9 µM. 0.13% of 420,000 active. AID 1346378, 2018; in the data active = activity change below about -50%; inconclusive = mostly about -30% to -49%;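 also: -100% = wells without enzyme as full effect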
#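 ADP-Glo luminescence measured ADP generated by PI4K2A enzyme (4 ug/mL before mixing) with 1.2 mM PI substrate (pre-mix) and 300 microM ATP (pre-mix). Tris pH7.5 buffer with MgCl2, Triton X-100; 1 h reaction at ambient temperature.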
# RXFP1 ag – qHTS Assay for Agonists of the Relaxin Receptor RXFP1 | Relaxin receptor 1 (Homo sapiens), Q9HBX9 | HEK293T-RXFP1 cAMP TR-FRET, 30 min; response scale: percent of porcine relaxin response, buffer zero | Potency, µM (series often up to 57.5 µM), without a hit: at the top dose activation, usual class: activators | 0.3% of 370,000 active | AID 2676, 2010; also: potency is read from the fitted curve at half-maximal effect; % is scaled to controls: 0 for no effect and ±100 for the full control effect; nearly all actives have a fitted effect of over 60% in size; many of its hits are not listed in these tables
# Target sequence (Q9HBX9 whole entry, looked up): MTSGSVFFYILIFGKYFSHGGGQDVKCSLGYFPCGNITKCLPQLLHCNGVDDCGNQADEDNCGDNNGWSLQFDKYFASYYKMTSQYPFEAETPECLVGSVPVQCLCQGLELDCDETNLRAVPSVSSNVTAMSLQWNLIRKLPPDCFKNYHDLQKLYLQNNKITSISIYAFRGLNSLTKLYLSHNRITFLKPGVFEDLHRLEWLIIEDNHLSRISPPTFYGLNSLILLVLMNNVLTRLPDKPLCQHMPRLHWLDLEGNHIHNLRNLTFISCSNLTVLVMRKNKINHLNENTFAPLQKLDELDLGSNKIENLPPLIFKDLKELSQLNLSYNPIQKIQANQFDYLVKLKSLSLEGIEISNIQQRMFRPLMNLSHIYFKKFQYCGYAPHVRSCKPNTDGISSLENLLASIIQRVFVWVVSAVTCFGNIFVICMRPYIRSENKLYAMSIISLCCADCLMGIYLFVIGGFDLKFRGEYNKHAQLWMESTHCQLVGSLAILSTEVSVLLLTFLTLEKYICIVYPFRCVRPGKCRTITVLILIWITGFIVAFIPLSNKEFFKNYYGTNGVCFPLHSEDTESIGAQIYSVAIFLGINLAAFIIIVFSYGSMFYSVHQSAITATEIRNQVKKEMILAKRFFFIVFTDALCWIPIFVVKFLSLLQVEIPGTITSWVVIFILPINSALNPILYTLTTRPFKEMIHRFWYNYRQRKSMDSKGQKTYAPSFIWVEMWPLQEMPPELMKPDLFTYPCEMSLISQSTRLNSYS
#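 HEK293 cells stably expressing RXFP1, treated 30 min at 37C with compounds plus PDE4 inhibitor Ro 20174; cAMP measured by HTRF TR-FRET. Normalized to buffer and 29 nM porcine relaxin; EC50 by Hill fit.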
# GRP78 ERSR act – qHTS for Inducers of the Endoplasmic Reticulum Stress Response (ERSR) in Human Glioma: qHTS; U87-MG GRP78 promoter luciferase reporter, 16 h; Potency, µM, for the others: at the highest dose activation, usual class: activators; 0.02% of 420,000 active; also: potency is read from the fitted curve at half-maximal effect; series mostly up to about 76 µM; % of control where 0% means no effect; nearly all actives have a fitted effect of over 35% in size
#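 Stably transfected U87-MG human glioma cells carrying a GRP78-based luminescent sensor were seeded at 1000 cells/well, pin-dosed with compounds and incubated 16 h. Luciferase reagent was then added, and end-point luminescence was read after 10 min at room temperature.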
# TrxR1 substrate – qHTS Assay for Substrates of Mammalian Selenoprotein Thioredoxin Reductase 1 (TrxR1): qHTS. purified TrxR1 substrate turnover, NADPH consumption readout. Potency, µM (highest dose often 114 µM), for the others: top-dose activity change, negative = substrate turnover. 0.01% of 390,000 active. AID 588456, 2011; also: potency is read from the fitted curve at half-maximal effect; % is scaled to controls: 0 for no effect and ±100 for the full control effect; nearly all actives have a fitted effect of over 50% in size
#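 Rat TrxR1, dispensed at 90 nM, was prereduced with 400 uM NADPH (final) for 5 min at ~22 deg C, then incubated with compound 15 min before 400 uM selenite. A first-read NADPH fluorescence drop versus no-compound background flagged substrates.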
# Vif-A3G inh – qHTS for Inhibitors of Vif-A3G Interactions: qHTS | DNA dC->dU-editing enzyme APOBEC-3G (Homo sapiens), Q9HC16 | HeLa A3G-eYFP + Vif (tagged APOBEC3G with the HIV-1 protein that degrades it), YFP fluorescence, overnight | Potency, µM (series often up to 46.1 µM), for inactives: at the highest dose activity, negative = active, actives largely listed as inhibitors | 0.076% of 410,000 active;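 also: potency is read from the fitted curve at half-maximal effect; % is scaled to controls: 0 for no effect and ±100 for the full control effect; nearly all actives have a fitted effect of over 60% in size; hits raise eYFP signal because A3G escapes Vif-driven loss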
#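 HeLa cells stably expressing Vif and C-terminally eYFP-tagged A3G, seeded overnight at 37 deg C, then exposed to compound by pintool overnight at 37 deg C. Rise in yellow fluorescence (Ex 488/Em 500-530, Acumen) marks blocked Vif-driven A3G degradation.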
# * marks the source's active call; other numbers are inactive results; ? = inconclusive; · = no result given; & = joins results of further samples; [ ] = remark or other dose. Unless noted, calls follow the shape of the dose curve; as a rule, active = well fitted curve in the direction sought with a large enough effect; inconclusive = small, poorly fitted or top-dose-only effect, or another doubt; inactive = no such curve, though single readings can be large; an effect the other way counts as inactive or inconclusive.
smiles	Vif-A3F inh	USP1-UAF1 inh	mIDH1 inhibitor	LDHA block	PI4K2A block	RXFP1 ag	GRP78 ERSR act	TrxR1 substrate	Vif-A3G inh
O=C(NCCCCCNC(=O)c1ccccn1)c1ccccn1	1%	-18%	7%	1	1	0.1%	-5%	7%	-6%
C/C(=N\NC=O)c1ccncc1	0%	2%	10%	-11	-5	1.3%	-1%	-3%	2%
Cc1cc(C)nc(/N=c2/ssnc2Cl)c1	?	-26%	?	-5	-16	-0.3%	-5%	-3%	-1%
CC(C)CC(=O)NN1CCCCC1	-7%	-6%	3%	-2	3	1.7%	6%	7%[57.1 µM]	1%
Cc1cc(O)c(/C=N/c2ccccn2)c(=O)o1	-10%	?	2%	7	-1	1.7%	-4%	-1%	11%
COc1cc(/C=N/NC(=O)c2cc(C34CC5CC(CC(C5)C3)C4)[nH]n2)ccc1O	-3%	-24%	11%	-3	0	0.2%	-6%	3%[57.1 µM]	-2%
Cc1cccc(C(=O)N[C@H](C(=O)Nc2nccs2)C(C)C)c1	7%	-18%	4%	-7	1	-1.2%	-5%	-4%	4%
CCCCCCCC(=O)OCC(COC(=O)CCCCCCC)OC(=O)CCCCCCC	1%	-24%	14%	-9	1&1	1.3%	-1%&-3%	2%	-3%
CC(NCC(O)COCc1ccc(Cl)cc1)c1ccccc1 (stereo not drawn)	8%	-30%	-2%	-8	0	1.4%	-1%	-4%	-5%
N/C(=N\OC(=O)CCCCCN1C(=O)c2ccccc2C1=O)c1ccccc1	-5%	-23%	8%	1	1	1.4%	3%	6%	1%
O=C(COC(=O)c1ccc[nH]c1=O)NC1CCCCC1	-25%	-13%	4%	0	-4	10%	-6%	4%	0%
O=C1NC(=Nc2cccc(O)c2)S/C1=C\c1cccnc1	-23%	-7%	0%	5	-7	4.6%	-1%	6%	2%
CC1CCCCN1C(=S)NC(=O)c1cccs1 (stereo not drawn)	-7%	-20%	-9%	-5	-3	7.4%	-3%	-7%	2%
O=C(Cn1cnc2c(nnn2Cc2ccc(F)cc2)c1=O)Nc1ccccc1	4%	-22%	-3%	-8	6	2.2%	-1%	2%	-1%
O=C1CSC(=S)N1N=Cc1cccc(OCc2ccccc2)c1	-6%	-9%	6%	-3	-2	·	0%	·	-2%
Cc1cc(NC(=O)CS(=O)(=O)c2cn(C)c3ccccc23)no1	-6%	-19%	4%	0	-3	0.2%	-4%	9%[57.1 µM]	-6%
CN1CCN(C(=O)c2cc(-c3ccco3)on2)CC1	4%	-19%	-2%	-3	-4	1.3%	1%	1%	0%
Cc1ccc2oc(C(=O)NCC3CCOCC3)c(C)c2c1	3%	-14%	2%	-4	6	0.7%	5%	12%	-3%
COc1ccccc1NC(=O)C(C)OC(=O)Cc1ccsc1 (stereo not drawn)	-7%	-14%	-1%	-6	1	3.1%	0%	-2%	-3%
Cc1cnc(C(=O)NC2CCSc3ccccc32)cn1 (stereo not drawn)	-2%	-11%	0%	1	7	1.8%	-1%	2%	-16%
CCOc1ccc(S(=O)(=O)N2CCCCC2)cc1NC(=O)c1c(CC)noc1C	16%	6%	1%	-3	-6	0.0%	-3%	-5%	1%
C=C(C)Cn1c(-c2ccc(OC)cc2)nc2ccccc21	4%	4%	2%	-7	3	3.9%	0%	10%[57.1 µM]	-11%
C[C@H](CO)N1C[C@H](C)[C@@H](CN(C)S(=O)(=O)c2ccc(F)cc2)Oc2ccc(NC(=O)c3ccncc3)cc2C1=O	6%	-10%	0%	-6	-9	·	-4%	12%[57.1 µM]	1%
O=C(Nc1ccc(Cl)cc1)N1CCC(c2ccccc2)C1 (stereo not drawn)	0%&4%	-2%&-4%	0%&-1%	-11&1	0&-3	-0.8%&0.7%	0%&-4%	-2%	-3%&3%
COc1cccc(-c2nnc3sc(-c4ccccc4)nn23)c1	-2%	-13%	10%	-3	3	0.3%	-1%	-9%	0%

# Further records:
smiles	Vif-A3F inh	USP1-UAF1 inh	mIDH1 inhibitor	LDHA block	PI4K2A block	RXFP1 ag	GRP78 ERSR act	TrxR1 substrate	Vif-A3G inh
CCNc1ccc(/C=C2\C=Cc3ccccc32)cc1	·	·	·	9	·	·	-2%	-6%[0.0914 µM]	1%
O=C(O)CC1=C(c2ccc(F)cc2)CCC1=O	1%	-8%	7%	-8	5	0.9%	-2%	-3%	0%
CCc1ccc(S(=O)(=O)Nc2ccc(O)c3c(=O)cc(-c4ccccc4Cl)oc23)cc1	7%	?	2%	-5	4	0.6%	-4%	-3%	0%
O=C1CSc2ccccc2N1Cc1ccc(F)cc1	-3%	-14%	9%	3	-2	-1.5%	-1%	1%	-2%
CCCCN1C(=O)C(=O)NC[C@@H]1CCCCN	-2%	-14%	-7%	-11	-2	·	-4%	2%	1%
Cc1cccc(NC(=S)NC(=O)c2ccc(-c3ccccc3)cc2)n1	2%	-21%	0%	-12	-1	-0.7%	17%	-4%	0%
Nc1n[nH]c(N)c1N=Nc1ccc(Cl)cc1	-5%	-13%	0%	-6	-6	-2.4%	9%	-8%	-17%
Cc1cccc(NCc2nc(-c3ccccc3)no2)c1	0%	-10%	-7%	4	0	0.4%	3%	1%[57.1 µM]	-5%
Cc1cc(C)n2nc(C(=O)NCc3cccc(C(F)(F)F)c3)nc2n1	-1%	-5%	2%	-9	4	1.4%	-3%	8%[57.1 µM]	-3%
COc1ccccc1CNC(=O)COC(=O)c1cc2ccccc2o1	-9%	-5%	6%	-7	3	·	-4%	5%	1%
Cc1nnc(SCCn2c(Br)nc3c2c(=O)n(C)c(=O)n3C)s1	-12%	3%	17%	-8	-7	3.2%	-5%	-1%[57.1 µM]	3%
COc1cc(/C=C/C(=O)OCC(=O)NC2CCCCCCC2)ccc1O	-15%	-14%	5%	8	-9	·	-3%	-2%	0%
O=[N+]([O-])c1ccc(NC(c2ccccc2)c2ccc3cccnc3c2O)cc1 (stereo not drawn)	-1%	?	-1%	-2	0	·	-2%	5%[57.1 µM]	0%
NNC(=O)c1cccc(COc2ccccc2Br)c1	-5%	-17%	-8%	-8	7	1.7%	-14%	-8%	1%
O=C(NCc1nc2ccccc2n1Cc1ccccc1Cl)c1ccccc1	-3%	?	-12%	-17	2	-0.7%	3%	4%	5%
O=C(CSc1nnc(CNc2ccc(F)cc2)o1)N1CCN(C(=O)c2ccco2)CC1	-5%	0%	0%	2	-3	1.0%	1%	9%	-3%
CC1(C)Cc2cccc(Oc3ccc(S(=O)(=O)N4CCCC4)cn3)c2O1	-2%	-10%	10%	-5	1	0.1%	-1%	-9%	-3%
COc1cccc(/C=N/NC(=O)CNC(=O)C(c2ccccc2)c2ccccc2)c1O	-5%	-22%	0%	14	-11	2.0%	3%	4%	-21%
COc1ccccc1N1CCN(C2CCCN(C(=O)Cn3cccn3)C2)CC1 (stereo not drawn)	-11%	-8%	6%	0	5	2.0%	-3%	-9%	1%
CCCCc1c(C)c2cc(C)ccc2[nH]c1=O	-7%	-7%	8%	-1	-2	0.5%	0%	5%[0.457 µM]	-1%
CN(C)/C=C1/OC(=O)C(C#N)=C1c1ccc(Cl)cc1	0%	-21%	1%	0	-3	3.6%	-2%	2%	0%

# Fetched one by one from the list above, 3 records:
smiles	Vif-A3F inh	USP1-UAF1 inh	mIDH1 inhibitor	LDHA block	PI4K2A block	RXFP1 ag	GRP78 ERSR act	TrxR1 substrate	Vif-A3G inh
COc1ccccc1N1CCN(C2CCCN(C(=O)Cn3cccn3)C2)CC1 (stereo not drawn)	-11%	-8%	6%	0	5	2.0%	-3%	-9%	1%
Nc1n[nH]c(N)c1N=Nc1ccc(Cl)cc1	-5%	-13%	0%	-6	-6	-2.4%	9%	-8%	-17%
CCCCN1C(=O)C(=O)NC[C@@H]1CCCCN	-2%	-14%	-7%	-11	-2	·	-4%	2%	1%

# Not all compounds are listed; the hit share may differ from the screen's.
